High-throughput results from PubChem BioAssay.
NCI-60 one-dose screen, 48 h, at 10 µM unless noted. Numbers give growth in % (100 = growth as untreated, 0 = no growth, -100 = all killed).
SNB-75 = SNB-75 CNS cancer | AID 1794750 | 79,000 tested, 5% active
SW-620 = SW-620 colon cancer. 82,000 tested, 5.2% active
HCT-116 = HCT-116 colon cancer | 82,000 tested, 7.3% active | AID 1794798
KM12 = KM12 colon cancer cells; 82,000 tested, 5% active
SNB-19 = SNB-19 CNS cancer cells | 81,000 tested, 2.5% active
HCC-2998 = HCC-2998 colon cancer. 79,000 tested, 4.7% active. AID 1794799
HCT-15 = HCT-15 colon cancer; 82,000 tested, 5.2% active; AID 1794746
HT29 = HT29 colon cancer | 81,000 tested, 7.4% active
SF-268 = SF-268 CNS cancer cells | AID 1794759 | 82,000 tested, 3.1% active
Starred values were filed as active, the others as inactive; & = joins results of further samples; ! = repeats disagree. The calls were made as follows: active = growth percent below 10; inactive = the rest. Some of the compounds tested; rates above refer to the full screens.

Results for CC(=O)c1ccc2c(c1)N(CCCN(C)C)c1ccccc1S2 ?
SNB-75: 77.4&53.0; SW-620: 99.0&99.6; HCT-116: 85.9&92.1; KM12: 100.0&104.7; SNB-19: 89.9&109.9; HCC-2998: 100.9&95.9; HCT-15: 97.8&107.5; HT29: 76.2&86.6; SF-268: 71.9&78.8

Results for C=CC1=C(C(=O)O)N2C(=O)[C@@H](NC(=O)/C(=N\O)c3csc(N)n3)[C@H]2SC1 (stereo in doubt) ?
SNB-75: 92.4; SW-620: 106.0; HCT-116: 105.2; KM12: 111.8; SNB-19: 114.0; HCC-2998: 105.0; HCT-15: 105.4; HT29: 103.9; SF-268: 108.2

How did OC1CCC(Nc2ncc3nc(Nc4c(F)cc(F)cc4F)n([C@H]4CCOC4)c3n2)CC1 (some centres undefined) do in these assays?
SNB-75: 86.4; SW-620: 94.4; HCT-116: 74.7; KM12: 84.7; SNB-19: 91.6; HCC-2998: 90.4; HCT-15: 93.3; HT29: 55.6; SF-268: 81.8

How did COc1ccc(/C=C/C(C)=N/OCC(N)=O)cc1 do in these assays?
SNB-75: 95.5; SW-620: 103.8; HCT-116: 108.7; KM12: 108.2; SNB-19: 101.9; HCC-2998: 102.4; HCT-15: 101.7; HT29: 107.9; SF-268: 109.3

Results for Cn1c(O)c(N=NC(N)=S)c2ccccc21 ?
SNB-75: 103.0&75.1; SW-620: 101.9&100.9; HCT-116: 96.9; KM12: 103.5&106.1; SNB-19: 108.1&102.6; HCC-2998: 45.3; HCT-15: 103.0&89.3; HT29: 105.3&97.3; SF-268: 102.8&100.3

What do the screens show for `CN1CCOC(c2ccccc2)c2ccccc2C1` (centres undefined)?
SNB-75: 99.7; SW-620: 100.1; HCT-116: 106.4; KM12: 103.5; SNB-19: 102.3; HCC-2998: 105.4; HCT-15: 101.6; HT29: 97.8; SF-268: 106.3

How did Cc1nc2ccccn2c(=O)c1CCN1CCC(C(=O)c2ccc(F)cc2)CC1 do in these assays?
SNB-75: 85.5; SW-620: 98.8; HCT-116: 100.0; KM12: 105.2; SNB-19: 103.8; HCC-2998: 86.4; HCT-15: 108.2; HT29: 100.3; SF-268: 104.9

What do the screens show for `Brc1cnc2[nH]cc(-c3nnc(-c4ccccc4)s3)c2c1`?
SNB-75: 57.3; SW-620: 79.3; HCT-116: 61.9; KM12: 89.9; SNB-19: 94.0; HCC-2998: 110.7; HCT-15: 50.9; HT29: 94.4; SF-268: 91.2

How did CC(C(=O)O)c1ccc(C(=O)c2cccs2)cc1 (centres undefined) do in these assays?
SNB-75: 114.4&122.7; SW-620: 99.0&99.3; HCT-116: 103.7&109.9; KM12: 127.4&101.0; SNB-19: 95.6&98.0; HCC-2998: 94.5&99.5; HCT-15: 110.7&97.1; HT29: 112.4&109.9; SF-268: 108.9&102.3

Results for Nc1nnnn1-c1ccccc1 ?
SNB-75: 114.9; SW-620: 119.2; HCT-116: 106.8; KM12: 112.5; SNB-19: 105.6; HCC-2998: 108.5; HCT-15: 109.7; HT29: 93.6; SF-268: 118.1

How did CN(C)C/C=C/C(=O)Nc1cc2c(Nc3ccc(F)c(Cl)c3)ncnc2cc1O[C@H]1CCOC1 do in these assays?
SNB-75: -2.0*; SW-620: -22.6*; HCT-116: -59.8*; KM12: -0.9*; SNB-19: 8.3*; HCC-2998: -71.0*; HCT-15: -6.2*; HT29: -2.1*; SF-268: 6.2*

How did Cn1cc(C(=O)c2nc(-c3cn(C)c4ccccc34)no2)c2cc(Br)ccc21 do in these assays?
SNB-75: 58.4; SW-620: 95.8; HCT-116: 85.1; KM12: 92.2; SNB-19: 95.6; HCC-2998: 107.7; HCT-15: 100.1; HT29: 88.5; SF-268: 100.8

How did COc1ccc2[nH]cc(-c3nnc(N)nc3-c3cn(C)c4ccccc34)c2c1 do in these assays?
SNB-75: 82.2; SW-620: 102.8; HCT-116: 92.2; KM12: 98.5; SNB-19: 100.7; HCC-2998: 105.0; HCT-15: 91.6; HT29: 105.9; SF-268: 102.0

What do the screens show for `CCn1c(C(=O)N(C2CC2)C2CC2)cc2c3c(ncn3C)c(Nc3cc(C)n(C)n3)nc21`?
SNB-75: 26.4; SW-620: 81.5; HCT-116: 75.6; KM12: 25.3; SNB-19: 90.7; HCC-2998: 100.3; HCT-15: 75.7; HT29: 79.5; SF-268: 78.9

Results for CC(=O)O[C@]1(C(C)=O)CCC2C3C=C(Cl)C4=CC(=O)[C@@H]5C[C@@H]5[C@]4(C)C3CC[C@@]21C (some centres undefined) ?
SNB-75: 86.3; SW-620: 109.8; HCT-116: 73.4; KM12: 83.9; SNB-19: 100.3; HCC-2998: 90.8; HCT-15: 81.0; HT29: 77.9; SF-268: 88.5

Results for COc1ccc2[nH]cc(-c3nnc(N)nc3-c3cn(C)c4ccc(OC)cc34)c2c1 ?
SNB-75: 81.3; SW-620: 104.4; HCT-116: 96.0; KM12: 101.9; SNB-19: 96.1; HCC-2998: 104.2; HCT-15: 92.8; HT29: 97.6; SF-268: 99.5

What do the screens show for `OCCN1CCN(CCCN2c3ccccc3Sc3ccc(Cl)cc32)CC1`?
SNB-75: 45.6&59.8; SW-620: 83.8&80.6; HCT-116: 66.7&35.1; KM12: 80.5&71.4; SNB-19: 100.0&75.6; HCC-2998: 70.6&15.2; HCT-15: 80.8&49.6; HT29: 1.6*!; SF-268: 71.9&80.8

Results for Cn1cc(-c2nnc(-c3cn(C)c4ncc(Br)cc34)s2)c2cc(F)ccc21 ?
SNB-75: 94.1; SW-620: 98.4; HCT-116: 104.0; KM12: 94.3; SNB-19: 94.0; HCC-2998: 105.6; HCT-15: 90.6; HT29: 106.3; SF-268: 98.0

How did CC(=O)c1ccc(S(=O)(=O)NC(=O)NC2CCCCC2)cc1 do in these assays?
SNB-75: 89.7; SW-620: 117.1; HCT-116: 112.8; KM12: 114.6; SNB-19: 107.5; HCC-2998: 105.5; HCT-15: 105.5; HT29: 113.3; SF-268: 112.8

How did Cc1nc(N)sc1-c1ccnc(Nc2ccc(N3CCOCC3)cc2)n1 do in these assays?
SNB-75: -11.0*; SW-620: 41.4; HCT-116: 26.2; KM12: 23.7; SNB-19: 29.9; HCC-2998: 77.8; HCT-15: 44.7; HT29: 25.5; SF-268: 28.5

What do the screens show for `CN(C)C[C@@H]1CCn2cc(c3ccccc32)C2=C(C(=O)NC2=O)c2cn(c3ccccc23)CCO1`?
SNB-75: -76.1*; SW-620: -57.6*; HCT-116: -69.4*; KM12: 3.6*; SNB-19: 15.3; HCC-2998: 22.0; HCT-15: -31.7*; HT29: 0.8*; SF-268: 36.6

How did Cn1cc(-c2nnc(-c3cn(C)c4ncccc34)o2)c2cc(F)ccc21 do in these assays?
SNB-75: 43.2; SW-620: 95.2; HCT-116: 92.2; KM12: 63.9; SNB-19: 89.6; HCC-2998: 94.5; HCT-15: 62.5; HT29: 102.3; SF-268: 95.9

How did Cn1cc(-c2nnc(-c3ccccc3)o2)c2cc(Br)cnc21 do in these assays?
SW-620: 93.4; HCT-116: 99.6; KM12: 93.0; SNB-19: 91.4; HCC-2998: 104.5; HCT-15: 91.8; HT29: 104.8; SF-268: 89.1

Results for CC12CCC(CC1)C(C)(C)O2 ?
SNB-75: 74.0; SW-620: 103.8; HCT-116: 112.3; KM12: 108.6; SNB-19: 103.3; HCC-2998: 106.6; HCT-15: 97.2; HT29: 95.1; SF-268: 119.4

How did CC(C)C[C@@H](C(=O)N[C@H](C(=O)OC1CCCC1)c1ccccc1)[C@H](O)C(=O)NO do in these assays?
SNB-75: 100.6; SW-620: 49.8; HCT-116: 56.7; KM12: 65.7; SNB-19: 76.2; HCC-2998: 94.4; HCT-15: 58.4; HT29: 58.0; SF-268: 88.9

What do the screens show for `COc1cc2c(Oc3ccc(NC(=O)C4(C(=O)Nc5ccc(F)cc5)CC4)cc3F)ccnc2cc1OCCCN1CCOCC1`?
SNB-75: -96.9*; SW-620: -31.4*; HCT-116: -61.2*; KM12: 0.6*; SNB-19: 10.6; HCC-2998: 7.8*; HCT-15: -26.0*; HT29: -59.2*; SF-268: 11.6

How did CC1=CCC2C(=O)OC(=O)C2C1 (centres undefined) do in these assays?
SNB-75: 91.0; SW-620: 104.9; HCT-116: 97.2; KM12: 107.5; SNB-19: 105.6; HCC-2998: 106.7; HCT-15: 99.8; HT29: 103.3; SF-268: 106.7

Results for CC(O)CN(C)C (centres undefined) ?
SNB-75: 101.3; SW-620: 103.8; HCT-116: 101.0; KM12: 105.6; SNB-19: 106.3; HCC-2998: 82.6; HCT-15: 106.0; HT29: 99.3; SF-268: 100.1

Results for COc1ccc(C(=O)CC(=O)c2ccc(C(C)(C)C)cc2)cc1 ?
SNB-75: 90.9; SW-620: 100.0; HCT-116: 85.2; KM12: 125.5; SNB-19: 101.7; HCC-2998: 95.0; HCT-15: 105.1; HT29: 99.1; SF-268: 108.9

What do the screens show for `C[C@H](COc1ccccc1)N[C@H](C)[C@H](O)c1ccc(O)cc1`?
SNB-75: 79.0; SW-620: 103.5; HCT-116: 103.6; KM12: 102.7; SNB-19: 105.7; HCC-2998: 105.2; HCT-15: 110.9; HT29: 106.1; SF-268: 106.6

What do the screens show for `CCN(CC)CCNC(=O)c1cc(Cl)c(N)cc1OC`?
SNB-75: 82.0; SW-620: 104.4; HCT-116: 96.7; KM12: 101.5; SNB-19: 106.6; HCC-2998: 96.2; HCT-15: 104.2; HT29: 112.5; SF-268: 106.1

Results for Cn1cc(C(=O)c2nc(-c3cn(C)c4ccc(F)cc34)no2)c2cc(Br)ccc21 ?
SNB-75: 94.2; SW-620: 91.6; HCT-116: 95.4; KM12: 98.9; SNB-19: 98.0; HCC-2998: 98.1; HCT-15: 100.0; HT29: 95.3; SF-268: 103.6

How did CCOC(=O)c1ccc(N)cc1 do in these assays?
SNB-75: 88.7&113.2; SW-620: 101.3&105.0; HCT-116: 113.2&96.2; KM12: 84.8&94.8; SNB-19: 103.1&103.4; HCC-2998: 96.8&105.1; HCT-15: 100.4&95.2; HT29: 105.6&101.7; SF-268: 85.9&88.0

Results for Cn1cc(-c2nnc(N)nc2-c2c[nH]c3ccc(F)cc23)c2ccccc21 ?
SNB-75: 78.2; SW-620: 103.4; HCT-116: 88.1; KM12: 89.0; SNB-19: 96.5; HCC-2998: 111.9; HCT-15: 89.9; HT29: 103.7; SF-268: 96.4

How did CCCCC(O)c1ccccc1 (centres undefined) do in these assays?
SNB-75: 92.2; SW-620: 107.9; HCT-116: 108.2; KM12: 105.7; SNB-19: 110.4; HCC-2998: 104.4; HCT-15: 102.0; HT29: -11.4*; SF-268: 98.6

How did CN(C)CCOC(C)(c1ccccc1)c1ccccn1 (centres undefined) do in these assays?
SNB-75: 96.5; SW-620: 104.9; HCT-116: 101.0; KM12: 111.6; SNB-19: 115.2; HCC-2998: 104.5; HCT-15: 110.7; HT29: 98.4; SF-268: 110.9

Results for COc1cc(C2NC(=S)NC(C)=C2C(=O)Nc2ccc(S(N)(=O)=O)cc2)cc(OC)c1OC (centres undefined) ?
SNB-75: 118.8; SW-620: 100.9; HCT-116: 107.6; KM12: 100.3; SNB-19: 98.9; HCC-2998: 109.5; HCT-15: 99.0; HT29: 105.1; SF-268: 98.1

Grouped by structure: the compounds so far containing an aryl methoxy group.
How did COc1ccc(/C=C/C(C)=N/OCC(N)=O)cc1 do in these assays?
SNB-75: 95.5; SW-620: 103.8; HCT-116: 108.7; KM12: 108.2; SNB-19: 101.9; HCC-2998: 102.4; HCT-15: 101.7; HT29: 107.9; SF-268: 109.3

How did COc1ccc2[nH]cc(-c3nnc(N)nc3-c3cn(C)c4ccccc34)c2c1 do in these assays?
SNB-75: 82.2; SW-620: 102.8; HCT-116: 92.2; KM12: 98.5; SNB-19: 100.7; HCC-2998: 105.0; HCT-15: 91.6; HT29: 105.9; SF-268: 102.0

Results for COc1ccc2[nH]cc(-c3nnc(N)nc3-c3cn(C)c4ccc(OC)cc34)c2c1 ?
SNB-75: 81.3; SW-620: 104.4; HCT-116: 96.0; KM12: 101.9; SNB-19: 96.1; HCC-2998: 104.2; HCT-15: 92.8; HT29: 97.6; SF-268: 99.5

What do the screens show for `COc1cc2c(Oc3ccc(NC(=O)C4(C(=O)Nc5ccc(F)cc5)CC4)cc3F)ccnc2cc1OCCCN1CCOCC1`?
SNB-75: -96.9*; SW-620: -31.4*; HCT-116: -61.2*; KM12: 0.6*; SNB-19: 10.6; HCC-2998: 7.8*; HCT-15: -26.0*; HT29: -59.2*; SF-268: 11.6

Results for COc1ccc(C(=O)CC(=O)c2ccc(C(C)(C)C)cc2)cc1 ?
SNB-75: 90.9; SW-620: 100.0; HCT-116: 85.2; KM12: 125.5; SNB-19: 101.7; HCC-2998: 95.0; HCT-15: 105.1; HT29: 99.1; SF-268: 108.9

What do the screens show for `CCN(CC)CCNC(=O)c1cc(Cl)c(N)cc1OC`?
SNB-75: 82.0; SW-620: 104.4; HCT-116: 96.7; KM12: 101.5; SNB-19: 106.6; HCC-2998: 96.2; HCT-15: 104.2; HT29: 112.5; SF-268: 106.1

Results for COc1cc(C2NC(=S)NC(C)=C2C(=O)Nc2ccc(S(N)(=O)=O)cc2)cc(OC)c1OC (centres undefined) ?
SNB-75: 118.8; SW-620: 100.9; HCT-116: 107.6; KM12: 100.3; SNB-19: 98.9; HCC-2998: 109.5; HCT-15: 99.0; HT29: 105.1; SF-268: 98.1
